HTT cytoprotect = Huntington cell model cytoprotection by ATP luminescence | hit rate 0.14% among 230,000 | Potency, µM (titrated, usually from 56.4 µM), for the others: cytoprotection (ATP increase), actives largely listed as activators | PC12 HTT-Q103 induced, cytoprotection, ATP luminescence, 40 h;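 also: potency is read from the fitted curve at half-maximal effect; % of control where 0% means no effect; nearly all actives have a fitted effect of over 45% in size; toxic huntingtin expression switched on by the ecdysone agonist tebufenozide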
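PC12 cells with ecdysone-inducible HTT exon 1 Q103-GFP, induced with 100 nM tebufenozide and co-treated with library compounds in a dose series (1536-well, 1500 cells/well). Cytoprotection read as ATP content by ATPlite luminescence.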
Lamin A splicing = modulators of lamin A splicing. hit rate 0.01% among 200,000. HeLa LMNA splicing GFP/RFP minigene ratio, 48 h. Potency, µM (titrated, usually from 46.1 µM), for inactives: at the highest dose ratio change, negative = inhibition, actives largely listed as inhibitors; active = well fitted inhibition curve with a large enough effect in the signal ratio, with a control signal flat, not every such curve was filed as active; inconclusive = small, poorly fitted or top-dose-only effect, or effect the other way, or a change in a side signal; the % refers to the signal ratio; also: potency is read from the fitted curve at half-maximal effect; % is scaled to controls: 0 for no effect and ±100 for the full control effect
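Read-out is the ratio of GFP to DsRed2 object intensity, acquired by 488 nm laser-scanning cytometry on HeLa lamin A-EGFP minigene reporter cells. Compound incubation 48 hrs at 37 °C in Opti-MEM with 2% FBS; DMSO 0.5% final.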
GAA inhib = inhibitors of human lysosomal alpha-glucosidase; P10253; purified human GAA, 4-MU-alpha-glucoside fluorescence; Potency, µM (highest dose often 76.9 µM), for inactives: top-dose activity change, negative = inhibition, hits mostly inhibitors; hit rate 0.005% among 200,000; AID 1466;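 also: potency is read from the fitted curve at half-maximal effect; plate controls were uninhibited enzyme wells for no effect and no-enzyme background for full effect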
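Endpoint fluorogenic read: 20 min room-temperature reaction of 4 nM human alpha-glucosidase with 400 uM 4-methylumbelliferyl-alpha-D-pyranoside, pH 5.0, quenched with 1M NaOH/1M glycine pH 10. AC50 from Hill modeling.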
HTT aggregate = mutant huntingtin aggregation inhibition. hit rate 1.1% among 220,000. PC12 HttQ103-GFP aggregates, Acumen cytometry, 40 h. Potency, µM (series often up to 46.1 µM), for the others: at the highest dose activity change, negative = inhibition, hits mostly inhibitors; also: potency is read from the fitted curve at half-maximal effect; % is scaled to controls: 0 for no effect and ±100 for the full control effect; nearly all actives have a fitted effect of over 60% in size
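Aggregates are detected as GFP objects 1–25 µm with signal 6 STDEV over background in lysates of induced PC12 cells. These carry Huntingtin exon 1 with 103 glutamines fused to GFP under an ecdysone promoter; compounds titrated.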
CBFb RUNX1 block = inhibitors of human CBF-beta and RUNX1 interaction; Potency, µM (top dose mostly 59.8 µM), for inactives: at the highest dose activity, negative = inhibition, most hits filed as inhibitors; 230,000 tested, under 10 active; AlphaScreen CBFb-His/RUNX1-biotin binding, biochemical; also: % of control where 0% means no effect
Target sequence (Q01196 whole entry, looked up): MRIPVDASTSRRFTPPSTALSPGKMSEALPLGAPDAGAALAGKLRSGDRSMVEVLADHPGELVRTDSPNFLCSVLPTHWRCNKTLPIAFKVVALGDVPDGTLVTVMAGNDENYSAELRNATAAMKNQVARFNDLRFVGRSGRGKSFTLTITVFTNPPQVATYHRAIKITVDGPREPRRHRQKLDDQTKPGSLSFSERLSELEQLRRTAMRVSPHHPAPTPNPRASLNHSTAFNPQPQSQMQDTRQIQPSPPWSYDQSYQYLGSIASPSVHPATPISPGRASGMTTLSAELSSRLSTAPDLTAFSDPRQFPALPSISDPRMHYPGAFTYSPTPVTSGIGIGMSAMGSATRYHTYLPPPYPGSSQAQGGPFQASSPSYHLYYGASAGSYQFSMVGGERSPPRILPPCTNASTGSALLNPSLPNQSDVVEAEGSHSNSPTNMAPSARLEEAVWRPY
Target sequence (Q13951 whole entry, looked up): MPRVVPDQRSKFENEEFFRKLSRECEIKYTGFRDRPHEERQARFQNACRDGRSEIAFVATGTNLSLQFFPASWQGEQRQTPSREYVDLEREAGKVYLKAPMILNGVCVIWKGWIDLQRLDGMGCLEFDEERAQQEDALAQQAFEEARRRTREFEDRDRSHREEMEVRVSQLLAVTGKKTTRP
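CBFb-His/RUNX1-biotin, 30 nM each, preincubated 20 min RT; compound 15 min RT; Ni + streptavidin beads 50 ng each, 90 min RT; AlphaScreen read.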
GAA spleen mod = inhibits or activates alpha-glucosidase in human spleen homogenate | P10253 | human spleen homogenate, 4-MU-alpha-glucoside fluorescence | Potency, µM (titrated, usually from 79.9 µM), without a hit: at the top dose activity change, negative = inhibition, usual class: inhibitors | hit rate 0.006% among 240,000;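 also: potency is read from the fitted curve at half-maximal effect; 0% = enzyme with vehicle and -100% = no enzyme basal signal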
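Enzyme source: human spleen homogenate, 1 ug/well. Buffer 50 mM citric acid/K phosphate pH 5.0, 0.01% Tween-20. 4-MU-alpha-glucoside 1 mM; 37 C x 40 min; NaOH/glycine stop; fluorescence.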
GAA glycogen = GAA glycogen-cleavage inhibition or activation; Potency, µM (titrated, usually from 76.4 µM), for inactives: at the highest dose activity change, negative = inhibition, actives largely listed as inhibitors; AID 2100; recombinant GAA, glycogen substrate, Amplex Red glucose oxidase fluorescence; P10253; hit rate 0.38% among 300,000;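 also: potency is read from the fitted curve at half-maximal effect; 0% = full enzyme reaction and -100% = no-enzyme basal signal; the screen sought inhibitors and activators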
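Recombinant enzyme (4 nM final) with compounds titrated up to 77 uM and bovine liver glycogen (30 ug) in citrate pH 5.0, 0.01% Tween-20, 37 C 40 min. Released glucose detected by Amplex Red/glucose oxidase (Ex 573/Em 610); AC50 from Hill fits.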
* hit, by the source's call; ? = inconclusive; . = no result given; & = joins results of further samples; [ ] = dose if it differs, or a comment. Unless noted, calls follow the shape of the dose curve; as a rule, active = well fitted curve in the direction sought with a large enough effect; inconclusive = small, poorly fitted or top-dose-only effect, or another doubt; inactive = no such curve, though single readings can be large; an effect the other way counts as inactive or inconclusive.

Values run as follows: HTT cytoprotect	Lamin A splicing	GAA inhib	HTT aggregate	CBFb RUNX1 block	GAA spleen mod	GAA glycogen
COc1ccc(-c2noc(C(=O)NCc3ccc(F)cc3)n2)cc1OC
 : .	-12%[46 µM]	3%	-2%	16%	-5%	-24%
CCCOc1ccc(/C(O)=C2/C(=O)C(=O)N(CCCOC)C2c2ccncc2)cc1 (centres undefined)
 : -2%[0.074 µM]	-3%	2%	16%	-1%	-9%	0%
COCCCNC(=O)Cn1nnc(-c2ccccc2NC(=O)c2ccc(F)cc2)n1
 : -14%[10 µM]	5%	4%	8%	0%	-3%	6%
Cn1c(=O)[nH]c(=O)c2c1nc(Sc1ccccc1)n2CCc1ccccc1
 : -7%	8%	-5%	0%	3%	1%	6%
COC(=O)c1sccc1NC(=O)Cc1ccc(OC)cc1
 : .	-2%	-14%	40µM*	5%	-10%	-9%
COc1ccc(N2CCN(C(=O)CSc3nnc(CNc4ccccc4)o3)CC2)cc1
 : 23%[10 µM]	-13%	1%	8%	-3%	2%	1%
COc1cc(C(=O)N2CCN(c3ccc([N+](=O)[O-])cc3)CC2)ccc1OCc1c(C)noc1C
 : -8%	11%	-8%	-29%	3%	-2%	-6%
COc1ccc(OCC(=O)Nc2nc3ccccc3[nH]2)cc1
 : -83%[inhibitor]	5%	0%	21%	-7%	-5%	-9%
COC(=O)c1ccc(C)c(NC(=O)c2nn(C)c(=O)c3ccccc23)c1
 : 19%[10 µM]	6%	0%	5%	4%	5%	-1%
Cc1cccn2c(=O)c(C=O)c(Cl)nc12
 : 3%[10 µM]	.	.	1%[9.22 µM]	1%	8%	5%
CCC(C)[C@H](NC(=O)Nc1ccc(S(N)(=O)=O)cc1)C(=O)O (some centres undefined)
 : .	-8%	0%	-15%	9%	-1%	-4%
Cc1cccc2nc(COc3ccc(Cl)c4cccnc34)cn12
 : -64%[inhibitor]	-15%[46 µM]	-5%	-25%	-19%	1%	-4%
COc1ccc(S(=O)(=O)Cc2ccc(C(=O)N3CCN(c4cccc(C)c4C)CC3)o2)cc1
 : -24%[10 µM]	?	1%	?	-2%	-8%	-7%
Nc1nc2ccc(S(=O)(=O)N3CCCCC3)cc2s1
 : 7%[10 µM]	-14%	-8%	21%	-2%	-1%	0%
CCOC(=O)Nc1ccc2c(CN3C(=O)NC4(CCCC4)C3=O)cc(=O)oc2c1
 : -1%[10 µM]	-4%	?	0%	-7%	12%	7%
Cc1nc2ccc(NC(=S)N3CCN(c4ccccn4)CC3)cc2nc1C
 : 15%[10 µM]	-1%	7%	14%	1%	2%	?
O=C(NCc1ccc2c(c1)OCO2)C1CCCN(S(=O)(=O)c2cccc3cccnc23)C1 (centres undefined)
 : 1%	?	-13%	19%	7%	-10%	-1%
CCn1cc(CNC(=O)/C=C/c2ccc([N+](=O)[O-])cc2)cn1
 : -16%[10 µM]	-6%	5%	-15%	-4%	3%	0%
Cc1ccc(-c2nn(-c3ccccc3)cc2CN(Cc2ccccc2)C(=O)c2ccco2)o1
 : -46%[inhibitor]	0%	-6%	?	?	-6%	-7%
CS(=O)(=O)N(Cc1ccc(Cl)cc1)c1ccc(C(=O)NCCC2=CCCCC2)cc1
 : -31%	7%	-1%	-20%	-23%	-6%	-1%
Nc1ccc(C2CCCc3nonc32)c2nonc12 (centres undefined)
 : -3%	-6%	-4%	11%[9.22 µM]	-3%	-7%	5%
CCOC(=O)C1CCN(C(=O)C(C)c2ccc([N+](=O)[O-])cc2)CC1 (centres undefined)
 : .	8%[46 µM]	?	11%	13%	2%	20%
CC(C)Oc1ccc(C2CC(=O)N(c3ccccc3)C2=O)cc1 (centres undefined)
 : -6%	-5%	4%	-3%	1%	-7%	5%
COc1ccc(CN(N=O)C2CC(=O)N(c3ccc(OC)cc3)C2=O)cc1 (centres undefined)
 : 7%[10 µM]	.	.	33%[9.22 µM]	-3%	-3%	2%
COC(=O)CSc1nc(C)cc(Oc2ccccc2)n1
 : -15%	-4%	-7%	0%	7%	1%	1%
Cc1cccc(NC(=O)CC2SC(=NC3CCCCC3)NC2=O)c1 (centres undefined)
 : 2%	-3%	-10%	8%	7%	-7%	3%
Cc1ccc(CNC(=O)/C(C#N)=C/c2ccc(C)s2)cc1
 : 0%	-1%	2%	-12%	1%	-6%	7%
Cc1ccc(C(=O)Nc2sc3c(c2C(=O)NCc2ccco2)CCCC3)cc1
 : -55%[inhibitor]	14%	?	-10%	4%	-3%	1%
COc1ccc(C2Nc3ccccc3C(=O)N2NS(=O)(=O)c2ccccc2)cc1 (centres undefined)
 : ?	6%[46 µM]	?	0%	12%	-20%	7%
Cc1[nH]n(-c2ccc([N+](=O)[O-])cc2)c(=O)c1C=NCCN1CCN(C(=O)c2ccccc2F)CC1
 : -57%[inhibitor]	10%	-11%	14%	0%	-19%	0%
CC(C)N(CCCNC(=O)c1ccc(N2CCCC2=O)cc1)Cc1ccccc1
 : 7%	18%[46 µM]	-6%	-9%	5%	-8%	0%
O=C(O)CC/C(=C\c1ccccc1[N+](=O)[O-])c1nc2ccccc2s1
 : -7%	1%[46 µM]	9%	20%	-2%	-6%	6%
Cc1nnc(SCc2nnc(-c3ccccc3)o2)n(N)c1=O
 : -18%[10 µM]	-6%	-6%	-31%	7%	-27%	-7%
Cc1ccc(-n2c(C)nn(-c3ncc(C(F)(F)F)cc3Cl)c2=O)cc1
 : 2%	5%	?	0%	2%	-2%	4%
COc1cc(S(=O)(=O)N2CCCCC2)ccc1NC(=O)c1ccccc1Cl
 : -16%[10 µM]	?	-1%	-8%	-2%	-5%	-6%
COc1ccc(N2CCN(CC(=O)Nc3ccc(SC(F)F)cc3)CC2)cc1
 : 19%[1.9 µM]	?	-5%	?	-20%	5%	-1%
COC(=O)c1ccccc1-c1ccc(/C=N/Nc2nc(N3CCCC3)nc(N3CCCC3)n2)o1
 : 3%[10 µM]	.	.	7%[9.22 µM]	19%	4%	-8%
CSc1nsc(SCC(=O)Nc2ccc3c(c2)OCCO3)n1
 : 14%	-1%	?	-1%	-3%	-3%	2%
Cc1cc(NC(=O)/C=C/c2ccccc2)no1
 : -11%[10 µM]	4%	-2%	-24%	0%	1%	-8%
CCCC(C)NC(=O)COC(=O)c1ccccc1SCC(=O)NC(C)CCC (centres undefined)
 : 7%[10 µM]	.	?	-4%[9.22 µM]	10%	-4%	25%

Quoted at random: two entries already listed.
Values run as follows: HTT cytoprotect	Lamin A splicing	GAA inhib	HTT aggregate	CBFb RUNX1 block	GAA spleen mod	GAA glycogen
Cc1ccc(-n2c(C)nn(-c3ncc(C(F)(F)F)cc3Cl)c2=O)cc1
 : 2%	5%	?	0%	2%	-2%	4%
Cc1nnc(SCc2nnc(-c3ccccc3)o2)n(N)c1=O
 : -18%[10 µM]	-6%	-6%	-31%	7%	-27%	-7%

Later entries:
Values run as follows: HTT cytoprotect	Lamin A splicing	GAA inhib	HTT aggregate	CBFb RUNX1 block	GAA spleen mod	GAA glycogen
Cc1cc(C(F)(F)F)nc(SCc2ccc(C(=O)O)o2)n1
 : -1%	-4%	-11%	9%	-2%	3%	-1%
CC(C)(C)c1nc2ccccc2[nH]1
 : -42%[inhibitor]	11%	7%	-3%[9.22 µM]	-13%	-10%	-1%
Cc1ccsc1/C=N/NC(=O)c1ccc2c(c1)OCCO2
 : -74%[inhibitor][10 µM]	.	0%[15.4 µM]	3%[9.22 µM]	0%	-6%	5%
O=C(O)CSc1cc(C(F)(F)F)nc(-c2ccccn2)n1
 : -14%	0%	-5%	7%	0%	-9%	-3%
CC(C)(C)NC(=S)NC(C)(C)C
 : 16%[10 µM]	.	.	-28%[9.22 µM]	6%	2%	-16%
C#CC[N+]1(CC#Cc2ccccc2)CCOCC1
 : 2%	4%	-4%	-1%[9.22 µM]	5%	-8%	-12%
O=C(O)CC1(CC(=O)Nc2ccc(F)cc2F)CCCCC1
 : -9%[10 µM]	13%[46 µM]	?	11%[9.22 µM]	0%	12%	0%
CC(C)OC(=O)c1nn2c(C(F)(F)F)cc(-c3ccc(Br)o3)nc2c1Br
 : -4%	-3%	-2%	-11%	10%	0%	-7%
COC(=O)C1=C(C)N(c2ccc(Cl)cc2)/C(=C/c2cccs2)C1=O
 : .	-21%	-4%	?	6%	-6%	0%
CCOCCCn1c(C)nc2c[n+](CC(=O)c3ccc4ccccc4c3)cc(Br)c21
 : 11%[10 µM]	.	.	-20%[9.22 µM]	-1%	-2%	0%

A few values from above:
Reading for COc1ccc(C2Nc3ccccc3C(=O)N2NS(=O)(=O)c2ccccc2)cc1 (centres undefined) under GAA glycogen: 7%
Reading for CC(C)Oc1ccc(C2CC(=O)N(c3ccccc3)C2=O)cc1 (centres undefined) under CBFb RUNX1 block: 1%

Other results
Values run as follows: HTT cytoprotect	Lamin A splicing	GAA inhib	HTT aggregate	CBFb RUNX1 block	GAA spleen mod	GAA glycogen
CCN(CC)S(=O)(=O)c1cc(Br)c(C)cc1OC
 : -4%	5%	6%	-1%	5%	2%	-6%
C/C(Cc1ccccc1)=N\NC(=O)CCCCCC(=O)N/N=C(\C)Cc1ccccc1
 : -15%	1%	-3%	7%	3%	-12%	5%
Cc1ccc(C)c(NS(=O)(=O)c2cc(C(=O)NCc3ccccn3)ccc2Cl)c1
 : -35%	10%	5%	-1%	-3%	-7%	-4%
Cc1cccc(/C=C\c2ccccc2)n1
 : -92%&7%[inhibitor][1.9 µM]	.	.	.	3%[21.7 µM]	1%	.
COc1ccc(N2Cc3ccccc3C2=NC(=O)c2ccc(C)cc2)cc1OC
 : 13%[10 µM]	.	2%	18%	-16%	0%	14%
COc1ccccc1N(C)S(=O)(=O)c1ccc(C(=O)N(CC(N)=O)C(C)C)cc1
 : 25%	13%	-7%	-3%[9.22 µM]	2%	-19%	2%
CSc1nc2nccc(-c3ccc4c(c3)OCO4)n2n1
 : -29%[10 µM]	16%[46 µM]	8%	3%	10%	-15%	3%
O=C(O)c1cccc(Cn2cc(Cl)cn2)c1
 : 0%	4%	-19%	-7%[9.22 µM]	4%	-6%	-9%
COCc1c(C(=O)OCc2nc(N)nc(Nc3ccccc3C)n2)oc2ccccc12
 : -13%[10 µM]	-23%	3%	-9%	-8%	-4%	-6%

Compound activity as filed in PubChem.
